Source: PubChem BioAssay
hcDAF-12 act = activates DAF-12 receptor from parasite H. contortus; HEK293 hcDAF-12 lit1-tk-luc reporter, luminescence; 0% DMSO, 100% Δ7-dafachronic acid; 1.4% of 370,000 active; AID 652067; activation, % at 6.8 µM;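 active means activation above the mean of all tested compounds plus 3 SD, cut at about 5.5% in these data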;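 further: 100% = response to 3 µM Δ7-dafachronic acid high control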
ADAM10 inh = inhibits human ADAM10. recombinant ADAM10, EDANS/DABCYL FRET peptide cleavage, 3 h. 0.62% of 370,000 active. O14672. inhibition, % at 7 µM;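 active means inhibition above a per-campaign cutoff equal to the mean of compounds falling between control-based bounds plus 3 SD, cut at about 20% in these data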;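 further: 0% = DMSO wells while the 100% control is not disclosed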
GAA850 FXN act = activators of GAA850 frataxin (FXN) promoter | HEK293 lucGAA850 FXN promoter luciferase reporter, 24 h; percent of 10 µM SAHA response | activation, % at 6 µM | 0.56% of 360,000 active;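 active means activation above the average of all compounds screened plus 3 SD, cutoff fixed separately per campaign, cut at about 7.5% in these data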;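 further: 0% = DMSO wells and 100% = 10 µM SAHA wells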
ADAM17 inh = ADAM17 inhibition, QFRET primary screen | recombinant ADAM17, EDANS/DABCYL FRET peptide cleavage | inhibition, % at 6.95 µM | 0.83% of 370,000 active;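 active means inhibition above the mean of compounds lying between control limits plus 3 SD, set per campaign, cut at about 8.5% in these data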;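 further: 0% = DMSO-only wells as the low control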
Target sequence (P78536 215-824 limits assumed): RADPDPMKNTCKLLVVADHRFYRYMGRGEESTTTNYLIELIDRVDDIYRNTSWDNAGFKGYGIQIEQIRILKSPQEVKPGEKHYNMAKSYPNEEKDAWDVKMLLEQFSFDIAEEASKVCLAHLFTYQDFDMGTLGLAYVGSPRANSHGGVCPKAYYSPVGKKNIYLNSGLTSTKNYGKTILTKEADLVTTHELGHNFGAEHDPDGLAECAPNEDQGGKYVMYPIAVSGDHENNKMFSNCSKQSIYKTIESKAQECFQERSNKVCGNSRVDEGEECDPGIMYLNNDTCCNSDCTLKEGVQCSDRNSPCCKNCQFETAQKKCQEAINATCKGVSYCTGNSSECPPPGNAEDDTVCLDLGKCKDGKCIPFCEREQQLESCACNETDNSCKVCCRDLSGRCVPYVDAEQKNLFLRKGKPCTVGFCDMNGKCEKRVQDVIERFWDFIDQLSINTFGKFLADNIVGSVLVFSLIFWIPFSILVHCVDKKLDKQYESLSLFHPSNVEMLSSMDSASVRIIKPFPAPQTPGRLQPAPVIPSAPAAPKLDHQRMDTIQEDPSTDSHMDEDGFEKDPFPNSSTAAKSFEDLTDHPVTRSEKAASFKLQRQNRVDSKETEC
DAX1 inh-1 = inhibits human nuclear receptor DAX1; AID 504766; inhibition, % at 6.75 µM; HEK293 Gal4-DAX1 luciferase reporter, luminescence; P51843; 0.99% of 340,000 active;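 active means inhibition above the mean over all tested compounds plus 3 SD, cut at about 4.2% in these data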;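 further: 0% = DAX1-transfected cells with DMSO and 100% = empty-vector control cells with DMSO; inhibition shows as a rise in luminescence from relieved DAX1 repression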
Target sequence (P51843 207-470 limits assumed): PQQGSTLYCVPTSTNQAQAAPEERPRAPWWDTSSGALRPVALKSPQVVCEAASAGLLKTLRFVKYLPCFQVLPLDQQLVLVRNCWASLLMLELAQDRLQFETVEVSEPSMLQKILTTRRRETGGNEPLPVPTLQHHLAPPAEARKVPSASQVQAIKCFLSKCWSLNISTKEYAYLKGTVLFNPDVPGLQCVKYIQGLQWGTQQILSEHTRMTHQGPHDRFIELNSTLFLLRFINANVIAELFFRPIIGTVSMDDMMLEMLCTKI
PLCb3 inh = inhibitors of human phospholipase C beta3. Q01970. inhibition, % at 12.2 µM. Purified PLC-beta3, fluorogenic substrate, fluorescence. AID 720704. 0.18% of 370,000 active; in the data active means inhibition above about 11%;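 further: 0% = median of compound wells on plate and 100% = full blocker control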
DAX1 inh-2 = inhibitors of DAX1 repression of SF-1 activated StAR promoter; HEK293T StAR-luciferase reporter, SF-1/DAX-1 repression relief; inhibition, % at 6.8 µM; 1.1% of 370,000 active; AID 652010;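 active means inhibition above the mean over all tested compounds plus 3 SD, cut at about 3.6% in these data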;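 further: 0% = DAX-1 cells with DMSO and 100% = cells lacking DAX-1 with DMSO; higher inhibition means more luminescence from relief of DAX-1 repression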
PLCg1 inh = inhibitors of human phospholipase C gamma1; P19174; purified PLC-gamma1, fluorogenic substrate, fluorescence; inhibition, % at 12.2 µM; 0.84% of 370,000 active; in the data active means inhibition above about 9.5%
HGIII-sPLA2 inh = Blocks human group III sPLA2 activity. Q9NZ20. AID 743126. 0.56% of 370,000 active. QFRET BODIPY PC-A2 liposome hydrolysis, fluorescence. inhibition, % at 12.2 µM;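 active means inhibition above mean plus 3 SD of compounds lying within the high and low control bounds, cut at about 19% in these data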;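 further: 0% = median of test compound wells and 100% = no enzyme DMSO wells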
ssDAF-12 act = activators of S. stercoralis DAF-12 nuclear receptor; HEK293 ssDAF-12/GRIP1 lit1-tk-luc reporter, luminescence; % of 3 µM dafachronic acid response; activation, % at 6.8 µM; 1% of 370,000 active; AID 652126;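 active means activation above the mean over all tested compounds plus 3 SD, cut at about 0.9% in these data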;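 further: 0% = DMSO-only wells and 100% = 3 µM delta7-dafachronic acid wells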
hgDAF12 agonist = hgDAF-12 agonism, primary luciferase screen; HEK293 GAL4-hgDAF12 UAS-luciferase reporter, agonist luminescence; normalized to butyrate control; activation, % at 6.8 µM; 1.8% of 370,000 active;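 active means activation above a cutoff set at the mean of all screened compounds plus 3 SD, cut at about 10% in these data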;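 further: 0% = DMSO wells and 100% = sodium butyrate wells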
* hit, by the source's call; i = inactive; · = no result given.

Value order – hcDAF-12 act, ADAM10 inh, GAA850 FXN act, ADAM17 inh, DAX1 inh-1, PLCb3 inh, DAX1 inh-2, PLCg1 inh, HGIII-sPLA2 inh, ssDAF-12 act, hgDAF12 agonist
Cc1ccc(C2C(N)C(=O)N2c2ccc(C)cc2)cc1 (stereo not given)
 : 0.2, -6, 2.6, -3, 0.7, -6, 0.4, 0, 0, -0.8, 3.2
O=C(NNc1nc(-c2ccccc2)cs1)c1ccccc1
 : 0.7, 14, 0.7, 6, -0.5, -13, -0.7, -6, 35*, -1.0, 1.4
O=C(Nc1nnc(-c2ccccc2)o1)Nc1ccccc1Cl
 : 2.1, -8, 0.9, -1, 0.1, 4, 1.0, 1, 0, -2.0, -0.2
CC(SCc1cc(=O)n2c([nH]c3ccccc32)c1C#N)C(=O)O (stereo not given)
 : -0.2, -134, -1.2, -42, 0.7, -99, 0.1, -59, -2, -1.2, 0.6
CCOC(=O)N1CCN(C(=O)CCc2c(C)nc3c(c(C)nn3-c3ccc(C)c(C)c3)c2C)CC1
 : -0.4, -14, -2.5, -8, 0.0, -7, 0.1, -5, -3, -1.0, 0.4
COc1ccc(Cl)cc1N(CC(=O)NC1CC1)S(=O)(=O)c1ccc(C)c([N+](=O)[O-])c1
 : 0.1, -3, -1.6, -1, -0.2, -3, 0.9, 3, 0, -1.1, 2.8
CC(=O)c1sc(NC(=O)CS(=O)(=O)c2ccccc2)nc1C
 : 0.2, 5, 0.8, -2, 0.6, -3, 1.7, 2, 0, -0.8, 0.7
O=C(NCCC(=O)N1CCC2(CC1)NCCc1[nH]cnc12)c1cccc(Br)c1
 : 2.6, 5, -0.1, -1, 0.6, -7, 0.4, 0, -1, -0.5, 0.3
O=C(CSc1ncn[nH]1)Nc1ccc(S(=O)(=O)Nc2ncccn2)cc1
 : 0.7, -2, 1.3, 3, -1.1, 2, 0.5, 4, 5, -1.8, -2.8
COc1ccc(N2CCN(C(=O)c3cc4cc(Cl)ccc4[nH]3)CC2)cc1
 : 4.6, -10, 1.2, -6, -0.8, -10, 0.3, -4, 4, -0.2, -0.1
Cc1ccc(-c2nnc(N3CCOCC3)c3ccccc23)cc1S(N)(=O)=O
 : -0.4, 1, 0.6, 0, -0.5, -9, 0.3, -1, -11, -0.8, -1.9
Cc1noc(C(=O)NCc2ccc(F)cc2)c1Cl
 : -1.5, -12, -0.5, 4, 0.0, -2, -0.9, -1, 9, -1.4, 1.1
O=C(COc1ccccc1Cl)N1CCc2ccccc2C1
 : -0.8, 9, 0.9, -2, 1.0, -1, -0.2, 0, 0, -1.2, -1.1
O=S(=O)(Nc1ccc(S(=O)(=O)Nc2ccccc2)cc1)c1ccccc1
 : -0.7, 7, 0.8, 1, -0.8, 5, -0.6, 0, -58, -1.9, -1.2
COc1ccc(C(=O)c2nc3c(n2O)CCCC3)cc1OC
 : -1.7, 8, 0.0, -1, 0.4, 2, -0.4, 5, 7, -1.0, 1.6
O=C(COc1ccccc1)NNC(=S)NC(=O)c1ccccc1
 : -0.2, 5, 1.4, 3, 0.8, 4, 0.6, -2, -4, -1.6, 1.8
O=C(NCc1ccccn1)[C@@H]1CCCN1C(=O)[C@@H]1CCCN1C(=O)c1ccccc1
 : -0.8, -1, ·, -1, ·, 1, 0.1, -1, 2, -0.8, 2.1
Cc1cc(-c2nnc(CCC(=O)N(C)Cc3ccsc3)o2)no1
 : 0.6, 0, 0.7, -3, 0.3, -2, 0.1, 0, 5, -1.4, 1.3
COc1cc2c(cc1OC)C(SC)=NC1(CCCC1)C2
 : -0.5, -2, -0.4, 0, 0.4, 3, 0.3, -3, 11, -0.9, -1.9
CCN(CC)CCOC(c1ccccc1)c1ccc(C)cc1 (stereo not given)
 : -2.3, 0, 2.2, -3, 0.5, 1, 0.0, 4, -6, -2.0, -0.7
NC(=O)c1ccc[n+](CCC[n+]2cccc(C(N)=O)c2)c1
 : -1.5, -8, 1.8, -6, 1.6, -5, -0.4, 0, 3, -0.5, 0.7
O=C(Nc1ccccc1C(=O)O)c1cccc(S(=O)(=O)Nc2ccc(Br)cc2)c1
 : -0.7, 4, 0.7, 2, -0.5, -15, -0.3, -6, -52, -0.5, -2.8
O=C(COC(=O)c1cc(S(=O)(=O)N2CCCCC2)ccc1N1CCOCC1)c1ccccc1
 : -1.8, 10, 2.5, 4, 0.5, -6, -0.9, 1, -16, -1.4, -1.6
N#CC1=C2Nc3ccccc3N2C(=O)NC1(c1ccccc1)C(F)(F)F (stereo not given)
 : -1.8, -6, -1.0, -3, -1.1, -2, -0.1, -3, 7, -0.8, -1.8
COC(=O)c1ccc(C2C(Oc3ccc(OC)cc3)C(=O)N2CCc2ccc(OC)c(OC)c2)cc1 (stereo not given)
 : -0.5, -9, -4.9, -3, 0.2, 0, 0.6, 0, 14, 0.0, -3.3
Cc1nc(SCC(=O)N2CC(=O)Nc3ccccc32)c2c(C)c(C)sc2n1
 : -2.3, -2, -1.0, -2, -1.5, 5, -0.6, 2, -1, -1.5, -2.3
CC(C(=O)NC1CCCC1)N(Cc1ccco1)C(=O)c1snc(C(=O)NC2CCCC2)c1N (stereo not given)
 : -2.3, -78, -2.5, -21, -0.9, -34, -0.3, -27, -2, -1.1, 1.4
Cc1cccc(NC(=O)CSc2cc(C)c(C#N)c3nc4ccccc4n23)c1
 : -0.2, -34, 0.1, -16, -0.5, -56, 0.3, -36, 9, -1.2, 1.3
Cc1ccc(S(=O)(=O)N(C)c2ccc(N)cc2)cc1
 : -1.7, 6, -0.9, 0, 1.2, 3, -0.5, 6, 6, -0.6, -1.8
CC(C)(C)c1ccc(Cn2nnc3c(=O)[nH]c(C4CCCN(C(=O)Cc5cccs5)C4)nc32)cc1 (stereo not given)
 : -1.5, 6, 3.1, 1, 0.5, -1, -1.1, 0, -45, -1.9, -2.3

Structures listed so far marked active in HGIII-sPLA2 inh:
mol	hcDAF-12 act	ADAM10 inh	ADAM17 inh	DAX1 inh-1	PLCb3 inh	DAX1 inh-2	PLCg1 inh	HGIII-sPLA2 inh	ssDAF-12 act
O=C(NNc1nc(-c2ccccc2)cs1)c1ccccc1	0.7	14	6	-0.5	-13	-0.7	-6	35*	-1.0

Back to the main list with the three entries that preceded the break.
Value order – hcDAF-12 act, ADAM10 inh, GAA850 FXN act, ADAM17 inh, DAX1 inh-1, PLCb3 inh, DAX1 inh-2, PLCg1 inh, HGIII-sPLA2 inh, ssDAF-12 act, hgDAF12 agonist
Cc1cccc(NC(=O)CSc2cc(C)c(C#N)c3nc4ccccc4n23)c1
 : -0.2, -34, 0.1, -16, -0.5, -56, 0.3, -36, 9, -1.2, 1.3
Cc1ccc(S(=O)(=O)N(C)c2ccc(N)cc2)cc1
 : -1.7, 6, -0.9, 0, 1.2, 3, -0.5, 6, 6, -0.6, -1.8
CC(C)(C)c1ccc(Cn2nnc3c(=O)[nH]c(C4CCCN(C(=O)Cc5cccs5)C4)nc32)cc1 (stereo not given)
 : -1.5, 6, 3.1, 1, 0.5, -1, -1.1, 0, -45, -1.9, -2.3
Cc1ccc(S(=O)(=O)/N=C(/c2ccc(F)cc2)N2CCCC2)cc1
 : -1.4, 4, 1.6, -2, 0.0, 2, -0.2, 1, 1, -1.3, -0.1
Nc1nc2ccccc2cc1C(=O)NCc1cccs1
 : -1.7, i, ·, -178, ·, -201, -3.1, -171, 4, -1.3, -6.6
CCOC(=O)c1sc2nc(C(C)C)c3c(c2c1N)CC(C)(C)OC3
 : -1.6, -75, -0.4, -27, -0.6, -94, -0.6, -74, 9, -1.3, -1.8
C=CCOc1c(Br)cc(CNc2ccc3[nH]c(=O)[nH]c3c2)cc1OCC
 : -2.4, -47, 2.4, -22, -1.9, -10, -1.0, -4, 16, -2.3, -7.2
Cc1ccc(SCCC(=O)NC2CC2)cc1
 : -0.6, 3, 3.0, 2, 0.8, 5, 0.0, 2, 3, -1.2, -0.8
CC1=C(C(=O)Nc2ccc(F)cc2)C(c2cccc(C)c2)n2nc(CCCO)nc2N1 (stereo not given)
 : 2.3, -12, -1.4, 0, 2.5, 2, -0.4, 3, 3, -1.0, 0.4
CCCCN=CC1=C(O)C(C(=O)OC)C(C)(C)CC1=O (stereo not given)
 : -1.6, -6, 0.0, -2, 1.1, 3, 0.3, 0, -2, -1.5, -0.5
CC(=O)NC1CSCC1OC(C)=O (stereo not given)
 : 0.5, 0, 1.2, -2, 1.2, 4, -0.8, 3, 3, -0.9, 0.3
CCN(CC)S(=O)(=O)c1ccc(N2CCOCC2)c(NC(=O)CSCc2c(C)noc2C)c1
 : -2.1, -4, 0.9, -1, -0.1, -12, 0.4, -10, 7, -1.0, -2.5
CC(C)(C)NC(=O)NC(=O)COC(=O)CNC(=O)C1CCCCC1
 : -0.3, 4, -0.3, -1, 0.1, 0, -0.5, 2, 2, -1.0, 0.2
COc1ccc(S(=O)(=O)NCC(=O)N2CCN(c3ccccn3)CC2)c(OC)c1
 : -3.5, -11, ·, -3, ·, 0, -0.9, 0, 0, -0.9, -2.7
CN(C1=NS(=O)(=O)c2ccccc21)c1ccc(OC(=O)c2ccccc2F)cc1
 : 0.1, -2, 0.1, -4, 1.9, 3, 0.1, 4, 11, -1.6, -0.6
CC(=O)C1CCC2C3CCC4=CC(=O)C=CC4(C)C3CCC12C (stereo not given)
 : -3.6, 2, 1.5, 2, 0.1, 2, -2.8, 5, -5, -1.4, -5.6
Cc1nc(S(=O)(=O)Cc2ccccc2Cl)nc2c1CCC2
 : -1.3, -7, -0.2, -5, 0.8, -3, -0.1, -3, 6, -1.4, -2.8
COc1ccc(/C=C(\C#N)C(=O)OCC(=O)N(C)C2CCS(=O)(=O)C2)cc1 (stereo not given)
 : 3.0, -8, -1.1, -7, 0.6, -7, -0.1, 1, 5, -1.5, -0.1
O=C(Nc1cccc(F)c1)c1sc(Cl)nc1-c1ccccc1
 : -0.7, -1, 1.8, 0, 0.0, -2, 0.9, -2, 1, -1.8, -1.2
O=S(=O)(NCc1cn2ccccc2n1)c1cccs1
 : -0.3, -5, 3.4, -10, 2.8, -15, 0.9, 0, 3, -0.9, 3.1
